High-throughput results: PubChem, Vanderbilt High Throughput Screening Facility
Cav32 inh – Cav3.2 calcium influx blockers – cell-based, Fluo-4 calcium fluorescence, FDSS, MLSMR library, primary screen; 100,000 compounds, 4% hits; B-score at 10 µM; Cav3.2-expressing cells; active compounds read low; Voltage-dependent T-type calcium channel subunit alpha-1H (Homo sapiens), O95180;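 active = single-dose well whose peak fluorescence ratio is a statistical outlier from its plate by either plate-standardised score or position-corrected B-score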
Active calls of the source: *. Not all compounds are listed. The share of hits here may be higher or lower than overall.

Results for COC(=O)c1ccc(COc2ccc(-c3nn[nH]n3)cc2)cc1 ?
Cav32 inh: 1.1

Results for COCCCNC(=O)/C=C/c1ccc(Cl)cc1 ?
Cav32 inh: 0.0427

Results for CCOC(=O)CSc1ncnc2c1sc1nc(N3CCOCC3)c3c(c12)CCCC3 ?
Cav32 inh: -1.46

What do the screens show for `COc1cc(NC(=O)C2CCCN(S(=O)(=O)c3ccc4c(c3)oc(=O)n4C)C2)cc(OC)c1` (stereo not given)?
Cav32 inh: 0.219

Results for CC1=C(C(=O)OC(C)C)C(c2ccsc2)NC(=O)N1C (stereo not given) ?
Cav32 inh: 1.71

Results for Nc1nc(CN2CCN(c3ccccc3F)CC2)nc(Nc2ccccc2)n1 ?
Cav32 inh: -1.15

How did O=C(Nc1ccc(Cl)cc1)OCCn1nnnc1C(c1ccccc1)N1CCOCC1 (stereo not given) do in these assays?
Cav32 inh: -0.438

Results for NCCCC[C@H](NC(=O)C1CCNCC1)c1nnc(CN)o1 ?
Cav32 inh: 0.137

Results for CC1(C)CC2CC(C)(CN2S(=O)(=O)c2ccc(N)cc2)C1 (stereo not given) ?
Cav32 inh: -1.14

How did COc1ccc(C(=O)c2cnc3cc4c(cc3c2C)OCO4)cc1 do in these assays?
Cav32 inh: 0.0914

How did CCn1c(C)cc(/C=C2\NC(=O)N(Cc3ccccc3)C2=O)c1C do in these assays?
Cav32 inh: -1.49

What do the screens show for `COC(=O)c1ccc(OCC(=O)c2ccccc2OC)cc1`?
Cav32 inh: -0.282

Results for O=C(CSc1nnc(CNc2ccccc2)o1)N1CCc2ccccc21 ?
Cav32 inh: 0.415

How did Cn1c(SC/C=C/c2ccccc2)nnc1-c1cccs1 do in these assays?
Cav32 inh: -0.62

What do the screens show for `CC1=C(C(N)=O)C(c2cccs2)n2nc(-c3cccc(C)c3)nc2N1` (stereo not given)?
Cav32 inh: -0.569

What do the screens show for `CN1CCc2c(sc(/N=C/c3cccs3)c2C(N)=O)C1`?
Cav32 inh: -0.747

Results for CC(C)CC(NC(=O)c1ccc(Cl)cc1)C(=O)OCC(=O)c1ccc2c(c1)NC(=O)CO2 (stereo not given) ?
Cav32 inh: 0.922

What do the screens show for `CCOC(=O)C(C)Sc1ncnc2nc[nH]c12` (stereo not given)?
Cav32 inh: 1.72

Results for CCOn1c(-n2nc(C)cc2C)nc2ccccc2c1=O ?
Cav32 inh: 0.378

What do the screens show for `Cc1onc(-c2c(F)cccc2Cl)c1C(=O)N1CCN(S(C)(=O)=O)CC1`?
Cav32 inh: 1.17

Compounds listed so far containing fluorine, in the order listed:
Results for Nc1nc(CN2CCN(c3ccccc3F)CC2)nc(Nc2ccccc2)n1 ?
Cav32 inh: -1.15

What do the screens show for `Cc1onc(-c2c(F)cccc2Cl)c1C(=O)N1CCN(S(C)(=O)=O)CC1`?
Cav32 inh: 1.17

The results go on.
What do the screens show for `Cc1ccc(-c2c(C#N)c(N)n(-c3ccc(C)cc3)c(=O)c2C#N)cc1`?
Cav32 inh: 0.355

What do the screens show for `O=c1[nH]c2c(s1)C(c1ccc(O)cc1)C1C3CCC(C3)C1S2` (stereo not given)?
Cav32 inh: 0.511

How did COC(=O)C(Cc1ccccc1)NC(=O)CSc1nc(C)cc(=O)[nH]1 (stereo not given) do in these assays?
Cav32 inh: -0.764

Results for CCOC(=O)N1CCN(Cc2nc(N)nc(Nc3ccccc3C)n2)CC1 ?
Cav32 inh: 0.174

Results for COc1ccc(N2CCN(C(=O)CCc3ccc(S(=O)(=O)NC(C)C)cc3)CC2)cc1 ?
Cav32 inh: 0.0991

What do the screens show for `COc1ccc(C(CNC(=O)c2ccc(S(=O)(=O)N3CCOCC3)cc2)N2CCCCC2)cc1` (stereo not given)?
Cav32 inh: 1.49

What do the screens show for `C/C=C\C=C\C(=O)N1CC2(CC(c3cccc(NC(=O)COc4ccc(Cl)cc4)c3)=NO2)C[C@H]1C(N)=O` (stereo not given in full)?
Cav32 inh: 0.0778

How did Cc1cc(C)nc(NN2C(=O)/C(=C/c3ccc(O)cc3)SC2=S)n1 do in these assays?
Cav32 inh: -3.01

Results for COc1cccc(NS(=O)(=O)c2ccc3[nH]cc(C(=O)NC4CC4)c(=O)c3c2)c1 ?
Cav32 inh: 2.42

What do the screens show for `CCOC(=O)Cc1csc(N)n1`?
Cav32 inh: -0.612

How did CCCC1=[N+](CC(=O)c2ccccc2)CCn2c(C)ccc21 do in these assays?
Cav32 inh: 0.368

Results for COc1cc(NS(=O)(=O)c2ccc(OC)c(C)c2C)c(OC)cc1Cl ?
Cav32 inh: -7.39*

How did O=C(c1ccc(N2C(=O)CCC2=O)cc1)N1CCOCC1 do in these assays?
Cav32 inh: 1.4

What do the screens show for `Nc1ccc(N=Nc2ccccc2)c(N)n1`?
Cav32 inh: 0.266

How did Cc1cc(C(=O)N2CCN(c3ncccn3)CC2)sc1-c1ccccc1 do in these assays?
Cav32 inh: -0.479

Results for COc1ccc(Cc2nnc(NC(=O)c3cccs3)s2)cc1 ?
Cav32 inh: 0.0523

What do the screens show for `COc1ccc(N2C(=O)CC(Sc3nc(C)cc(C)c3C#N)C2=O)cc1` (stereo not given)?
Cav32 inh: -0.35

Results for CCOc1ccc(-c2cc(CCCC(=O)Nc3cc(OC)ccc3OC)no2)cc1 ?
Cav32 inh: 0.0639

How did Cc1cc(NC(=O)COC(=O)C2COc3ccccc3O2)no1 (stereo not given) do in these assays?
Cav32 inh: -0.0222

What do the screens show for `COc1cc(C(=O)NNc2nc3cc4c(cc3s2)OCO4)cc(OC)c1OC`?
Cav32 inh: 0.167

What do the screens show for `CCOC(=O)CSc1ccc(S(=O)(=O)N(C)C2CCCCC2)cc1[N+](=O)[O-]`?
Cav32 inh: -3.2

What do the screens show for `CCCCn1c2nc3ccccc3nc2c2c(=O)n(C(C)CC)cnc21` (stereo not given)?
Cav32 inh: 0.0924

What do the screens show for `CCn1cc(SCC(=O)N2CCc3ccccc32)c2ccccc21`?
Cav32 inh: -4.37

How did O=C(Cn1cnc2ccccc2c1=O)NCc1ccco1 do in these assays?
Cav32 inh: -0.13

What do the screens show for `N#Cc1cc(C(=O)c2cc(Br)ccc2O)cn(C2CCCCC2)c1=O`?
Cav32 inh: 1.03

Results for Cc1ccc(CC2S/C(=N/c3ccccn3)NC2=O)cc1 (stereo not given) ?
Cav32 inh: 0.622

What do the screens show for `O=S(=O)(Cc1ccccc1)N1CCN(c2ccccc2)CC1`?
Cav32 inh: 0.0126

How did COc1ccc(NC(=O)N2CCCC2C(=O)Nc2ccccc2)cc1 (stereo not given) do in these assays?
Cav32 inh: 1.07

Results for COc1ccc(SCc2noc(C(=O)NCC3CCCO3)c2C(=O)O)cc1 (stereo not given) ?
Cav32 inh: 1.72

Results for N#CC1=C(SCC(=O)Nc2ccccc2)NC(=O)CC1c1ccco1 (stereo not given) ?
Cav32 inh: 0.0347

What do the screens show for `Nc1nc(Br)c2c(F)cccc2c1-c1ccc(Cl)cc1`?
Cav32 inh: 0.141

What do the screens show for `CC(C)NCCOc1cccc(Br)c1`?
Cav32 inh: 1.22

How did CC(C)N1CC2(c3ccccc3)CN(C(C)C)CC(c3ccccc3)(C1)C2=O do in these assays?
Cav32 inh: -3.4*

What do the screens show for `N/C(=N\OS(=O)(=O)c1ccc2ccccc2c1)c1ccncc1`?
Cav32 inh: 0.238

How did O=C1NC(c2ccccc2)(C(F)(F)F)SC2=NCCCN12 (stereo not given) do in these assays?
Cav32 inh: 0.854

Results for CC(=O)Nc1ccc(S(=O)(=O)NC(CC(=O)NCCCN2CCOCC2)C(C)C)cc1 (stereo not given) ?
Cav32 inh: 1.25

How did CCN1CCN(Cc2ccc(NC(=O)c3cc(NC(=O)C4=NN(c5ccccc5)C(=O)C4)cc(OC)c3)cc2C(F)(F)F)CC1 do in these assays?
Cav32 inh: 1.14

Results for COCCn1c(SCC(=O)NCc2ccccc2)nnc1-c1ccco1 ?
Cav32 inh: 0.138

Results for CC(C)CNC(=O)c1ccc(COc2ccc(Cl)cc2Cl)o1 ?
Cav32 inh: -4.51*

How did Cc1cc(/C=C(\C#N)C(=O)NCC2CCCO2)c(C)n1-c1ccc(Cl)cc1 (stereo not given) do in these assays?
Cav32 inh: -0.96

How did C/C(N)=C(/C#N)C(=O)COC(=O)COc1ccc(Cl)cc1C do in these assays?
Cav32 inh: 0.532

Results for CCOC(=O)N1CCC(C(N)=O)CC1 ?
Cav32 inh: -0.603

Results for COC(=O)Cc1c[nH]c2cccc(OCC(O)CN(Cc3ccc([N+](=O)[O-])cc3)C(C)(C)C)c12 (stereo not given) ?
Cav32 inh: -6.37*

How did COc1ccc(-c2ccoc2)cc1[C@H]1[C@H]2C=CC[C@@H](C)[C@@H]2C(=O)N1Cc1ccccc1 do in these assays?
Cav32 inh: -2.88

Results for CCOc1ccccc1NC(=O)CCSc1nc2n[nH]c(C)c2c(=N)n1-c1ccccc1Cl ?
Cav32 inh: 0.286

Results for O=C(O)CSc1nnc(SCc2cccc3ccccc23)s1 ?
Cav32 inh: -1.2

What do the screens show for `CC(=NCc1ccco1)c1c(C)[nH]n(-c2nc3ccccc3s2)c1=O`?
Cav32 inh: -0.207

What do the screens show for `CC(NC(=O)Cc1ccc(F)cc1)C(c1cccs1)N1CCN(C)CC1` (stereo not given)?
Cav32 inh: 1.22

What do the screens show for `C/C(=N/OCC(=O)Nc1ccccc1)c1cccs1`?
Cav32 inh: 0.176

How did COc1cccc(C(=O)CSc2nnnn2C2CCCCC2)c1 do in these assays?
Cav32 inh: -3.13

Results for CCc1cccc(NC(=O)COc2ccccc2)c1 ?
Cav32 inh: -3.6

Results for CCCCC1=CC2=CC(=O)C(C)(OC(=O)CC)C(=O)C2=CN1CCCOC(C)C (stereo not given) ?
Cav32 inh: 0.761

Results for O=c1[nH]c(CN2CCN(c3ccccc3)CC2)nc2ccccc12 ?
Cav32 inh: 0.536

How did COC(=O)CSc1nc(-c2ccc(C)cc2)c2c(c1C#N)CCCC2 do in these assays?
Cav32 inh: -1.47

Results for O=C(Cn1cnnn1)Nc1ccccc1Cc1ccccc1 ?
Cav32 inh: -0.0235

What do the screens show for `COc1cc(-c2cccs2)cc(=O)c2c(C)oc(C)c12`?
Cav32 inh: -4.07

How did CCCCCCCCCC(=O)N/N=C(\C)c1cccnc1 do in these assays?
Cav32 inh: -2.17

Results for CCOC(=O)CC(NC(=O)c1cccs1)c1ccc(OCC)cc1 (stereo not given) ?
Cav32 inh: 0.616

What do the screens show for `CSc1nc(C)c2cc(C)oc2n1`?
Cav32 inh: -1.05

How did CCCCN(CCCNC(=O)C1CCN(S(=O)(=O)CC)CC1)c1ccccc1 do in these assays?
Cav32 inh: -0.176

Results for C/C(=C\C(=O)c1ccc(C)cc1)NCc1ccc(F)cc1 ?
Cav32 inh: -1.97

How did O/N=C/c1cc(Br)ccc1OCc1ccc(F)cc1 do in these assays?
Cav32 inh: -4.63*

How did Cn1c(=O)c2c(nc(SCC(=O)OCc3ccccc3)n2C)n(C)c1=O do in these assays?
Cav32 inh: 0.753

How did O=S(Cc1ccccc1)CC(O)(c1ccc(Cl)cc1)c1ccc(Cl)cc1 (stereo not given) do in these assays?
Cav32 inh: -2.42

How did CCn1ccnc1C(O)c1ccccc1OC (stereo not given) do in these assays?
Cav32 inh: 0.0345

How did CC(=O)c1ccc(NS(=O)(=O)c2ccccc2)cc1 do in these assays?
Cav32 inh: -0.328

How did Cc1ccc(NC(=S)NCC2CCCO2)cc1C (stereo not given) do in these assays?
Cav32 inh: -0.345

Results for Cc1ccc(NC(=O)c2ccccc2)s1 ?
Cav32 inh: -0.944

What do the screens show for `Cc1ccccc1NC(=S)NC(=O)c1cc(-c2ccccc2)nc2ccccc12`?
Cav32 inh: -2.5

What do the screens show for `O=C(OCc1cn(Cc2ccccc2)nn1)c1ccccc1`?
Cav32 inh: -1.26

How did Clc1cccc(Cl)c1COc1ccccn1 do in these assays?
Cav32 inh: -0.203

Results for O=c1cc(Cl)c(-c2ccccc2)n[nH]1 ?
Cav32 inh: -1.03

Results for CCN1CCCC1CNC(=O)C1CCCN(S(=O)(=O)c2cccc3nsnc23)C1 (stereo not given) ?
Cav32 inh: 0.328

What do the screens show for `COc1ccc(C2CC(c3cccs3)n3nc(N)nc3N2)cc1` (stereo not given)?
Cav32 inh: -1.21

What do the screens show for `Cc1ccc(-c2nnn(CC(=O)N(c3ccc(F)cc3)C(C(=O)NC(C)(C)C)c3ccco3)n2)o1` (stereo not given)?
Cav32 inh: -0.192

What do the screens show for `C/C=C(\C)C(=O)NCCN1C2=NC[C@H](Cc3ccccc3)N2C[C@@H]1Cc1ccc(OC)cc1`?
Cav32 inh: 0.0223

Results for O=C(Cc1ccccc1)NCCCN1CCN(CCCNC(=O)Cc2ccccc2)CC1 ?
Cav32 inh: -0.0999

What do the screens show for `COc1ccc(CN2[C@@H](CC(=O)O)c3ccc(C(F)(F)F)cc3S2(=O)=O)cc1`?
Cav32 inh: 0.455

What do the screens show for `CCc1ccccc1-n1c(SCC(=O)NC)nnc1-c1cccnc1`?
Cav32 inh: -0.524

How did CC(=O)c1c(C)nn(CCC(=O)O)c1C do in these assays?
Cav32 inh: 0.8

What do the screens show for `CC(C)c1nnc(NC(=O)CCC(=O)N2CCN(c3ccccn3)CC2)s1`?
Cav32 inh: 0.12

How did CC(=O)Nc1ccc(-c2nnc(SCC(=O)n3c4c(c5ccccc53)CCCC4)n2C)cc1 do in these assays?
Cav32 inh: 0.391

Structural class, the compounds so far containing a cyano group (seven)
What do the screens show for `Cc1ccc(-c2c(C#N)c(N)n(-c3ccc(C)cc3)c(=O)c2C#N)cc1`?
Cav32 inh: 0.355

What do the screens show for `COc1ccc(N2C(=O)CC(Sc3nc(C)cc(C)c3C#N)C2=O)cc1` (stereo not given)?
Cav32 inh: -0.35

What do the screens show for `N#Cc1cc(C(=O)c2cc(Br)ccc2O)cn(C2CCCCC2)c1=O`?
Cav32 inh: 1.03

Results for N#CC1=C(SCC(=O)Nc2ccccc2)NC(=O)CC1c1ccco1 (stereo not given) ?
Cav32 inh: 0.0347

How did Cc1cc(/C=C(\C#N)C(=O)NCC2CCCO2)c(C)n1-c1ccc(Cl)cc1 (stereo not given) do in these assays?
Cav32 inh: -0.96

How did C/C(N)=C(/C#N)C(=O)COC(=O)COc1ccc(Cl)cc1C do in these assays?
Cav32 inh: 0.532

How did COC(=O)CSc1nc(-c2ccc(C)cc2)c2c(c1C#N)CCCC2 do in these assays?
Cav32 inh: -1.47
